Screens from PubChem BioAssay.
HADH2 inh: inhibitors of human HADH2 dehydrogenase | Q99714 | recombinant HADH2, NADH fluorescence, beta-hydroxybutyryl-CoA | Potency, µM (highest dose often 57.1 µM), inactives show at the top dose activity change, negative = inhibition, usual class: inhibitors | hit rate 3.4% among 73,000 | AID 886; note: potency is the fitted concentration of half-maximal effect; % is set by controls: 0 for no effect and ±100 for the full control effect; nearly all actives have a fitted effect of over 60% in size; many of its hits are not listed in these tables
Target sequence (Q99714 whole entry, looked up, one chain of several): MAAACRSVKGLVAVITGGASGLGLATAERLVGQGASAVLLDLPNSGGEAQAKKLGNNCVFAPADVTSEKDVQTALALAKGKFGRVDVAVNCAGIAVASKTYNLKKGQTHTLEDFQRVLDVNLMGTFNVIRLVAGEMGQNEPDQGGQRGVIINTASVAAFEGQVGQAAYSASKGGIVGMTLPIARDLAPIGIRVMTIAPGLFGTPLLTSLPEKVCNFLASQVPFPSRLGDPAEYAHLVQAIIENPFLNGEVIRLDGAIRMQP
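Read-out: 360 nm excitation, 450 nm emission, kinetic over 4 min. Conditions: His-tagged human HADH2 20 nM, pH 9.0 Tris with Tween-20, 1 mM NAD+, 90 uM beta-hydroxybutyryl-CoA.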
15-hLO inh: 15-hLO (ALOX15) enzyme inhibition | P16050 | purified 15hLO-1, xylenol orange hydroperoxide absorbance | Potency, µM (top dose mostly 57.1 µM), for inactives: at the highest dose activity change, negative = inhibition, most hits filed as inhibitors | hit rate 1.4% among 74,000 | AID 887; note: potency is the fitted concentration of half-maximal effect; % is set by controls: 0 for no effect and ±100 for the full control effect; nearly all actives have a fitted effect of over 55% in size
Target sequence (P16050 whole entry, looked up): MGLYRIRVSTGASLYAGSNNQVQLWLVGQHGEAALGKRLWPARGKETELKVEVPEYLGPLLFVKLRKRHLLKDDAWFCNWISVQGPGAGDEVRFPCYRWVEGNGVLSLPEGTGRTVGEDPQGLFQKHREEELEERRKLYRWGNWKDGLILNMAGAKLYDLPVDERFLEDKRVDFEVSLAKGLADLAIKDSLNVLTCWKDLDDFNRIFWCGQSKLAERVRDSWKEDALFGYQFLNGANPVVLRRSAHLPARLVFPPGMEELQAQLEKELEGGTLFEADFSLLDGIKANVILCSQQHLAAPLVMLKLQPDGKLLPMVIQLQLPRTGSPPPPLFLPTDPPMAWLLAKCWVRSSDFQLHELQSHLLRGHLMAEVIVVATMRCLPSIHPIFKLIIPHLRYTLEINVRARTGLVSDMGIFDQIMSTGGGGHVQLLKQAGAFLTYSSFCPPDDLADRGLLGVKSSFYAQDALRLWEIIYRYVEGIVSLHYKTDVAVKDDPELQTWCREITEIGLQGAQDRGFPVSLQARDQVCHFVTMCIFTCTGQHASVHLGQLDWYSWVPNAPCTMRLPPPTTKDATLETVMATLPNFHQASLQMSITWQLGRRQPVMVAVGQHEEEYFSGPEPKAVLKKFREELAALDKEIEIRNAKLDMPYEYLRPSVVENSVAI
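Purified human 15hLO-1 (40 nM final) in 25 mM Hepes pH 7.5, 0.01% Triton X-100 was preincubated with compound 15 min at room temperature, then reacted 6 min with 50 uM arachidonic acid; hydroperoxide detected by Fe-XO, 573/405 nm absorbance ratio.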
DNA Pol III inh: inhibitors of bacterial DNA polymerase III holoenzyme; Potency, µM (highest dose often 57.1 µM), for the others: at the top dose activity change, negative = inhibition; hit rate 0.25% among 71,000; reconstituted DNA polymerase III holoenzyme replication, biochemical; note: potency is the fitted concentration of half-maximal effect; % is set by controls: 0 for no effect and ±100 for the full control effect
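Reconstituted *E. coli* holoenzyme (0.35 nM Pol III, 1 nM beta, 154 nM SSB, 2 nM primase) was preincubated with compound for 15 min at RT. Synthesis on 1.4 nM ssM13Gori ran 35 min, then was stopped with PicoGreen/EDTA and read as dsDNA fluorescence.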
GFP derepression: derepresses silenced GFP locus in mouse C127i cells. mouse C127i GFP locus derepression, cytometry, 30 h. Potency, µM (series often up to 46.1 µM), for the others: at the top dose GFP derepression (activation). hit rate 0.09% among 68,000. AID 597; note: % of control where 0% means no effect
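Derepression screen: silenced CMV-GFP reporter in murine C127i cells, 30 h compound incubation at 37 C, washed cells imaged by laser-scanning cytometer to enumerate GFP-expressing objects of 20 to 120 um.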
4-MU autofl: 4-MU region autofluorescence; compound autofluorescence, 340/450 nm, 4-MU equivalents; hits give high values; max dye-equivalent concentration, M; hit rate 11% among 59,000; in the data active = max dye-equivalent concentration above about 10 nM; inconclusive = mostly about 1.1 nM to 9.6 nM
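Intrinsic fluorescence at 340/450 nm (ex/em) was read after 15 min at room temperature in pH 8.0, 100 mM Tris. Each compound concentration expressed as 4-MU-equivalent concentration from a six-point 4-MU standard series on each plate.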
Texas Red fluor: compounds fluorescent in Texas Red spectral region | hit rate 0.06% among 59,000 | max dye-equivalent concentration, M | AID 587 | Compound fluorescence, Texas Red channel, 547/618 nm; hits give high values; in the data active = max dye-equivalent concentration above about 10 nM; inconclusive = between about 1.1 nM and that limit
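Compound titrations in 100 mM Tris pH 8.0 were incubated 15 min at room temperature and read at 547 nm excitation / 618 nm emission. Texas Red six-point standard curve on each plate converted fluorescence to dye-equivalent concentration.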
Hsp90 Hop PPI: changes Hsp90-Hop TPR2A binding signal, up or down. hit rate 0.44% among 71,000. Potency, µM (titrated, usually from 57 µM), for the others: top-dose activity change, negative = inhibition. AlphaScreen TPR2A-His6 binding biotin-Hsp90 C-terminal peptide; active = well fitted curve in either direction with a large enough effect; inconclusive = small, poorly fitted or top-dose-only effect, or another doubt; note: potency is the fitted concentration of half-maximal effect; % is set by controls: 0 for no effect and ±100 for the full control effect; many of its hits are not listed in these tables
Rhodamine fluor: compound autofluorescence in rhodamine spectral region; AID 594; hit rate 0.05% among 59,000; max dye-equivalent concentration, M; Rhodamine-region fluorescence, 547/598 nm, Tris buffer; hits give high values; in the data active = max dye-equivalent concentration above about 11 nM; inconclusive = between about 1.1 nM and that limit
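A six-point rhodamine series on each plate calibrates the signal. Compounds sit in 100 mM Tris (pH 8.0) for 15 min at ambient temperature before imaging through 547 nm/598 nm filters.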
Fluorescein autfl: compound fluoresces in the fluorescein spectral region | max fluorescein-equivalent concentration, M | hit rate 0.91% among 59,000 | Compound autofluorescence, 480/540 nm, fluorescein-equivalent; hits give high values; in the data active = max fluorescein-equivalent concentration above about 10 nM; inconclusive = between about 1.1 nM and that limit
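Library compounds, added at multiple concentrations to pH 8.0 Tris buffer (100 mM), incubate 15 min at room temperature before CCD imaging at 480 nm excitation and 540 nm emission.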
UbGFP stabilizer: proteasome inhibitors stabilizing ubiquitin-GFP reporter; 67,000 tested, under 10 active; Ubiquitin-GFP reporter cells, proteasome inhibition, GFP fluorescence; response scale: untreated = 0%, 10 µM MG-132 = 100%; Potency, µM (titrated, usually from 45.9 µM), inactives show top-dose activation (GFP accumulation), usual class: activators; active = well fitted activation curve with a large enough effect, not every such curve was filed as active; inconclusive = small, poorly fitted or top-dose-only effect, or another doubt; inactive = no such curve, though single readings can be large or run the other way; note: potency is the fitted concentration of half-maximal effect
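U2OS cells stably expressing ubiquitin(G76V)-GFP, seeded overnight in 0.5% FBS medium, were exposed to compounds (qHTS, 46 uM to 2.9 nM) for 4 hr at 37 °C. GFP-positive cells were counted by laser cytometry (488 ex/515 em), normalized between basal and 10 uM MG-132.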
HBB splice mod: alters splicing of the hemoglobin beta chain; AID 925; HBB splicing reporter cell assay, activation; EGFP reporter with mutant IVS2-654 intron; response scale: normalised to 500 nM splice-correcting PNA; hit rate 0.06% among 65,000; Potency, µM (series often up to 46.1 µM), without a hit: top-dose activation, most hits filed as activators; note: potency is the fitted concentration of half-maximal effect; 0% is about no effect
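HeLa cells stably expressing EGFP interrupted by mutant beta-globin intron 2 (IVS2-654), 500/well in 2% FCS. Treated with compound for 2 days at 37C. Splicing correction scored as total well GFP intensity (488 nm excitation, 500-520 nm emission); 500 nM antisense PNA served as control.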
* = called active by the depositor; i = inactive; ? = inconclusive; nt = not tested or not shown; [ ] = remark or other dose. Unless noted, calls come from the whole dose curve; as a rule, active = well fitted curve in the direction sought with a large enough effect; inconclusive = small, poorly fitted or top-dose-only effect, or another doubt; inactive = no such curve, though single readings can be large; an effect the other way counts as inactive or inconclusive. Not all compounds are listed; the hit share may differ from the screen's.

SMILES | HADH2 inh | 15-hLO inh | DNA Pol III inh | GFP derepression | 4-MU autofl | Texas Red fluor | Hsp90 Hop PPI | Rhodamine fluor | Fluorescein autfl | UbGFP stabilizer | HBB splice mod
Cn1c(=O)c2c(nc(CN3CCN(Cc4ccccc4)CC3)n2CCN2CCOCC2)n(C)c1=O | 2% | 7% | -6% | 4% | i | i | -4% | i | ? | 1% | 0.2%[0.369 µM]
C[C@@]12CCC(=O)C=C1CC[C@H]1[C@@H]2[C@@H](O)C[C@]2(C)[C@@H]1CC[C@@]2(O)C(=O)COC(=O)C1CCCC1 | 22%[11.4 µM] | 14%[11.4 µM] | -12%[11.4 µM] | -3%[9.22 µM] | i | i | 3%[11 µM] | i | ? | -7%[9.17 µM] | 1.7%[9.22 µM]
CCCCC(CC)C(=O)Nc1ccccc1C#N (stereo unspecified) | -14% | -2% | 5% | -1% | i | i | -4% | i | ? | 4% | 0.9%
Cc1cc(C(=O)Nc2sc(C)c(C)c2C#N)c(C)o1 | -5% | -13% | -1% | -4% | i | i | -1% | i | ? | 3% | -0.9%
O=C(NCc1ccccn1)Nc1cccc(Cl)c1 | -10% | 10% | -2% | 2% | nt | nt | ? | nt | nt | -3% | 0.2%
O=C(Nc1ccc(Cl)cn1)C1CCCN1S(=O)(=O)c1ccc(Cl)cc1 (stereo unspecified) | 7% | 3% | -7% | 0% | i | ? | 1% | i | ? | -1% | -2.0%
CS(=O)(=O)Nc1cccc(C(=O)CC2(O)C(=O)Nc3ccccc32)c1 (stereo unspecified) | 13% | 3% | -6% | 2% | i | ? | -3% | i | i | 1% | nt
O=C(OCc1ccc2c(c1)OCO2)c1ccc(S(=O)(=O)N2CCCC2)cc1 | 0% | 3% | 4% | 2% | i | ? | ? | i | ? | -1% | 0.6%
O=C1CCC(C(=O)N(c2ccccc2)C2(C(=O)NC3CCCCC3)CCCCC2)N1 (stereo unspecified) | -4% | 6% | -4% | 0% | i | i | -10% | i | i | -2% | -0.5%
COCCNC(=O)CSc1nc2cc(OC)c(OC)cc2c(=O)n1Cc1ccco1 | -3% | 4% | -4% | 4% | i | ? | -7% | i | i | 5% | -5.5%[0.369 µM]
Fc1cccc(/C=N\N=C/c2cccc(F)c2)c1 | 20% | -11%[25.6 µM] | -1% | 0% | nt | nt | 1% | nt | nt | 0% | nt
C1CCN(c2nc(N3CCCC3)nc(N3CCNCC3)n2)C1 | -7% | -5% | 2% | 2% | i | ? | 3% | i | i | -2% | -0.3%[57.5 µM]
CCCN(CCC)CCNc1c(N2CCN(C(=O)OCC)CC2)c(=O)c1=O | -2% | 1% | -3% | 1% | i | i | 3% | i | i | -14% | -1.1%
CNc1oc(-c2ccc(OCc3ccccc3)cc2)nc1C#N | -22% | 7% | 1% | 0% | i | i | -7% | i | i | 4% | 5.3%[0.369 µM]
CCOC(=O)C1CCCN(C(=O)c2ccc3c(c2)NC(=O)C(N2CCOCC2)S3)C1 (stereo unspecified) | 2% | -5% | -4% | 1% | i | i | -2% | i | ? | -7% | 3.4%
C#CCn1cnc2c(cnn2-c2ccc(C)c(C)c2)c1=O | 13% | -1% | 4% | -2% | i | i | 2% | i | i | -15% | -2.2%
O=C(O)C(Cc1cc2ccccc2[nH]1)N1C(=O)C2CC=C(Cl)CC2C1=O (stereo unspecified) | -1% | -2% | -4% | 0% | i | i | -7% | i | i | 4% | 0.1%
COc1ccc(C(CNC(=O)c2ccc(-n3cnnn3)cc2)N2CCOCC2)cc1 (stereo unspecified) | 2% | 7% | 2% | 0% | i | i | -2% | i | i | -2% | 0.1%[57.5 µM]
Brc1ccc(-c2nnc3sc(CN4CCN(c5ccccc5)CC4)cn23)cc1 | 7% | 16% | -4% | -2% | ? | i | -3% | i | i | -6% | 0.7%
COc1ccc2nc(N)sc2c1 | -6% | -2% | -3% | nt | nt | nt | -3% | nt | nt | nt | -0.6%
COc1ccc(NC(=O)CSc2nnc(-c3ccoc3C)n2CCc2ccccc2)cc1 | 3% | -23% | -2% | 0% | i | ? | -12% | i | ? | 0% | -2.8%
CCOC(=O)C1=C(C)OC(N)=C(C#N)C1c1ccc(OC)c(C)c1OC (stereo unspecified) | -2% | 0% | -3% | 2% | nt | nt | -1% | nt | nt | 3% | -0.9%[9.22 µM]
Cc1ccc2c(c1)c(C)c(C)n2CC(O)Cn1nc(C)c(Br)c1C (stereo unspecified) | ? | -6% | 0% | 0% | 2.9e-08M* | ? | -10% | i | i | 2% | 0.0%
Cc1oc(-c2nc3ccccc3n2C)cc1C(=O)c1ccccc1 | -8% | ? | -2% | -2% | i | i | -11% | i | i | 13% | -0.7%
Cc1cccc(NC(=O)CSc2nnc(CSc3nc(C)cc(C)n3)n2Cc2ccco2)c1 | 10% | -8% | -3% | 0% | i | i | ? | i | i | -1% | -3.0%[57.5 µM]
CSCCC(/C(O)=C(\C#N)c1nc2ccccc2[nH]1)N1C(=O)c2ccccc2C1=O (stereo unspecified) | -7% | 2% | -2% | 0% | nt | nt | -20% | nt | nt | 4% | 1.1%
O=C1CC(SCCO)C(=O)N1c1ccc(Oc2ccccc2)cc1 (stereo unspecified) | -22% | -1% | -1% | 3% | i | i | -3% | i | i | -1% | 0.6%
Cc1ccc(C(=O)CCNc2ccc(F)c(Cl)c2)o1 | -3% | ? | 3% | 0% | i | i | -2% | i | ? | 9% | -1.2%
Cc1cc(C(=O)OCc2nc3ccccc3s2)c(C)o1 | 3% | -7% | -1% | 3% | i | i | ? | i | i | -7% | -1.1%
COc1ncc2nc(-c3ccc(Cl)cc3)c(=O)n(CCC#N)c2n1 | 6% | 12% | 1% | -3%[9.22 µM] | ? | i | -2% | i | i | -1% | -1.5%
O=C(Nc1ccc2c(c1)OCCO2)c1cnc2n(c1=O)CCS2 | -11% | -2% | -4% | nt | nt | nt | -2% | nt | nt | 2% | -0.5%
COc1ccc(CCNC(=O)C2CCN(S(=O)(=O)c3cc(OC)ccc3OC)CC2)cc1 | 5% | 3% | 0% | 2% | i | i | -3% | i | i | -4% | -0.4%
COC(=O)c1ccc(CS(=O)(=O)c2ccccc2C)o1 | -8% | 9% | -1% | -2% | ? | ? | 0% | i | ? | nt | -0.1%[0.369 µM]
CNC(=O)N(C1=NCC(C)(C)S1)c1ccc(F)c(Cl)c1 | 2% | -14% | -6% | 1% | nt | nt | 0% | nt | nt | -6% | -1.6%
O=S(=O)(c1ccccc1)c1nc(-c2ccco2)oc1NCc1ccco1 | -18% | -24% | -2% | 2% | i | i | -10% | i | i | -2% | -0.5%
Cn1cc(S(=O)(=O)N2CCC(Cc3ccccc3)CC2)c(=O)n(C)c1=O | -3% | 7% | -1% | nt | nt | nt | -1% | nt | nt | -2% | 1.1%
Cc1cccc(N2C(=O)CC(Sc3nc(C)c4c(n3)CCCC4)C2=O)c1 (stereo unspecified) | -13% | -14% | 1% | 0% | ? | ? | -5% | i | i | 2% | 2.1%[57.5 µM]
CCCCCOC(=O)c1ccccc1C(=O)O | 5% | 5% | -8% | -1% | i | i | -4% | i | i | 0% | 1.4%
C=CCSc1nnc2n(CCc3ccccc3)c(=O)c3c4c(sc3n12)COC(C)(C)C4 | nt | nt | nt | -3%[20.6 µM] | i | ? | nt | i | i | nt | nt
O=C(CN1C(=O)C2CCCCN2C(=O)c2ccccc21)N1CCCc2ccccc21 (stereo unspecified) | 3% | -6% | -3% | 0% | i | ? | -2% | i | i | 1% | nt
O=C(NCCOC(=O)C1COc2ccccc2O1)C1COc2ccccc2O1 (stereo unspecified) | 12%[11.4 µM] | -8%[11.4 µM] | -7%[11.4 µM] | 0% | nt | nt | ? | nt | nt | 18%[9.17 µM] | 1.4%[0.0738 µM]
COc1ccccc1NC(=O)COc1cccc(-n2cnnn2)c1 | 5% | 3% | -5% | -1% | i | i | 5% | i | i | -5% | nt
CCS(=O)(=O)NCCCc1ccccc1 | 3% | -2% | -2% | 3% | i | i | 4% | i | i | -14% | -0.4%
CC1Cc2ccccc2N1C(=O)CSc1nnc(-c2ccc(S(=O)(=O)N3CCCCC3)cc2)o1 (stereo unspecified) | 6% | -4% | -4% | 0% | i | ? | -2% | i | ? | -2% | 2.4%
COc1cc2c(cc1OC)[C@@H]1C(=O)c3ccc4c(c3O[C@@H]1CO2)C=CC(C)(C)O4 | -6% | -6%[25.6 µM] | -4% | 1% | nt | nt | ? | nt | nt | 4% | nt
